Screening results as filed in PubChem BioAssay.
NR2E3 ag-1: NR2E3 (human) agonism; GST-NR2E3/biotin-RetCOR TR-FRET, 1536-well; AID 2300; Q9Y5X4; inhibition of corepressor binding, % at 4.78 µM; 320,000 compounds, 0.12% hits;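 active = percent inhibition above the cutoff of mean plus 3 SD of all tested compounds, set per screening campaign, cut at about 20% in these data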;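 also: 0% = DMSO wells and 100% = biotin wells as full block of FRET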
Target sequence (Q9Y5X4 whole entry, looked up): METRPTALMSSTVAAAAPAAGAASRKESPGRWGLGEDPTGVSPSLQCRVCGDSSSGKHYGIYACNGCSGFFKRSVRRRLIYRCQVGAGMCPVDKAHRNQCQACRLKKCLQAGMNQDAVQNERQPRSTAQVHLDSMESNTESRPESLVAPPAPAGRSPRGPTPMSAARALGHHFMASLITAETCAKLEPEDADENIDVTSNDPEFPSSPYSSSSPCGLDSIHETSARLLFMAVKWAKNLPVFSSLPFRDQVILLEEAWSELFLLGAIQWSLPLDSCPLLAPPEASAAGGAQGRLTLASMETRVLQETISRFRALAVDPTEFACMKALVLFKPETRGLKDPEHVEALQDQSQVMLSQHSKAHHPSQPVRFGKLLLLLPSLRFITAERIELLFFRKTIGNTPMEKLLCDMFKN
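Material – GST-tagged NR2E3 plus biotinylated RetCOR corepressor · Quantity – NR2E3 fusion 1.35 nM · Times – 5 h incubation at 4 °C · Medium – pH 7.5 Tris-based buffer · Technique – TR-FRET, Eu(K)-anti-GST donor, streptavidin-D2 acceptor, ex 340, em 617/671 nm · Benchmarks – high control biotin, low control 0.6% DMSO · Format – 1536-well plates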
Peg3 prom inh: Peg3 promoter activity inhibition; 360,000 compounds, 1.7% hits; inhibition, % at 20 µM; AID 588405; HeLa PEG-Prom luciferase reporter, luminescence, overnight;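 active = inhibition of at least 50% at 20 µM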
CaV13 ICDI inh: Primary screen for inhibitors of IQ motif and Ca2+-dependent inactivation inhibitor domain binding in CACNA1D, Förster resonance energy transfer in living cells, …; HEK cells, CFP/YFP FRET ICDI-IQ, plate reader, 10 min; percent FRET-ratio fall versus neutral wells; inhibition, % at 12.3 µM; 340,000 compounds, 0.098% hits; AID 743397;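 active = mean replicate inhibition of at least 30% and at least 1% of replicates passing that level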;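 also: 0% = median of the neutral control wells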
PDI inh: PDI (human) enzyme inhibition | P07237 | PDI insulin aggregation turbidity, A650, 90 min | inhibition, % at 10 µM | 350,000 compounds, 0.052% hits;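 active = mean inhibition across replicates of 30% or more, whatever share of single replicates reach that level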;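 also: absorbance from insulin aggregation driven by PDI reduction with DTT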
Target sequence (P07237 whole entry, looked up): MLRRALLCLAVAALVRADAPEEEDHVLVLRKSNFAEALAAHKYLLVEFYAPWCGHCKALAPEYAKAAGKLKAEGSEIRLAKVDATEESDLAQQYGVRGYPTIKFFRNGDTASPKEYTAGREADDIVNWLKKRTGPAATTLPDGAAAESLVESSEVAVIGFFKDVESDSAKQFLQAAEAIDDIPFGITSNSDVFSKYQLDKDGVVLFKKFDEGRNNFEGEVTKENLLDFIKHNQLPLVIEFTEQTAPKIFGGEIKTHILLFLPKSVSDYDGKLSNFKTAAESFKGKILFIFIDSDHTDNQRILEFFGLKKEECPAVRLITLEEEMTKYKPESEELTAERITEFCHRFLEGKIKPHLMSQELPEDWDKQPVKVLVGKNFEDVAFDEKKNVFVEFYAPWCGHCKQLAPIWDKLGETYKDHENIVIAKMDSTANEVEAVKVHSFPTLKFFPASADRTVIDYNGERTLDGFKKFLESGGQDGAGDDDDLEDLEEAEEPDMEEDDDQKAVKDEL
TRPM1 prom inh: inhibitors of MITF-driven TRPM1 promoter in melanoma cells; 330,000 compounds, 0.83% hits; SK-MEL-5 TRPM1 promoter luciferase, 24 h; inhibition, % at 12.5 µM;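 active = mean inhibition across replicates of 60% or more, whatever share of single replicates reaches that level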; also: values of inactives mirror those of a sister screen read the other way
NR2E3 ag-2: activates human NR2E3 receptor | CHO-S Gal4-NCOR/VP16-NR2E3 two-hybrid, luciferase | inhibition of corepressor binding, % at 3.98 µM | 360,000 compounds, 0.35% hits | AID 602229;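 active = inhibition above the mean of all tested compounds plus 3 SD, cut at about 70% in these data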;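 also: 0% = DMSO with NR2E3 transfected cells and 100% = cells lacking NR2E3 construct; higher means lower luciferase signal from less NR2E3 corepressor binding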
Vif imaging: inhibitors of HIV Vif | HEK293T cells, Vif self-association by quenched fluorescence, imaging, 24 h | inhibition, % at 7.49 µM | 340,000 compounds, 0.35% hits | AID 602346; in the data active = inhibition above about 50%, passing the limit was not always enough; also: some results filed as inactive read as strong as hits
CF NFkB block: blocks PAF-induced NF-kB reporter in cystic fibrosis cells; AID 588850; 360,000 compounds, 0.86% hits; KKLEB NF-kB-GFP reporter, GFP fluorescence overnight; inhibition, % at 5 µM;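 active = at least 50% inhibition at 5 µM, scaled per plate between neutral and stimulator controls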;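 also: PAF is a Pseudomonas aeruginosa culture filtrate used as stimulus; plate controls were PAF-stimulated DMSO wells for no effect and unstimulated DMSO wells for full effect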
KKLEB tox: counter-screen for CF NF-kB inhibitors: cytotoxicity; KKLEB CF airway cells viability, ATPlite luminescence, overnight; active compounds read low; cells stimulated with P. aeruginosa culture filtrate; activity change (cytotoxicity), % at 5 µM; 360,000 compounds, 0.36% hits;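 active = corrected activity change at or below -50% at 5 µM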
HIF-2a inh: inhibitors of HIF-2a | 786-0 RCC cells HIF-2a reporter, luciferase luminescence, overnight | inhibition, % at 18.8 µM | 360,000 compounds, 0.72% hits;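 active = inhibition of the luminescence signal of 40% or more relative to plate controls, in a single-dose primary screen at 18.75 µM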
Shn3 inh set2: reduces Shn3 3'UTR luciferase signal in osteoblasts; inhibition, % at 12.5 µM; AID 588674; Clone20 osteoblast Shn3 3'UTR firefly luciferase, 24 h; 360,000 compounds, 0.52% hits;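 active = mean inhibition of at least 75% with every replicate also reaching 75%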;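 also: 0% = median of neutral control wells and 100% = pilot-screen positive control compound; some compounds past the cut are filed as inactive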
* hit, by the source's call; nt = not tested or not shown.

no.	Compound	CaV13 ICDI inh	Shn3 inh set2	TRPM1 prom inh	Peg3 prom inh	Vif imaging	KKLEB tox	NR2E3 ag-2	CF NFkB block	NR2E3 ag-1	PDI inh	HIF-2a inh
1	CN1C(=O)N(C)C(c2ccccc2Cl)C2=C1CC(C)(C)CC2=O (stereo not drawn)	-3	2	12	-8	11	2	-34	-1	5	-1	12
2	O=C(NC1CCN(S(=O)(=O)c2ccccc2)CC1)c1ccc(F)cc1	-4	-10	-1	-5	1	3	-32	-4	3	-1	-6
3	O=C(NCc1ccc2c(c1)OCO2)c1ccc(NS(=O)(=O)c2ccc3c(c2)OCCO3)cc1	-4	13	-4	19	-2	-2	24	8	4	-12	19
4	Cc1noc(C(F)(F)F)c1C(=O)NNC(=O)c1cccc(C(F)(F)F)c1	-5	0	2	5	-7	4	9	-15	0	0	6
5	COc1ccccc1CNC(=O)Nc1nc(C(N)CCc2ccccc2)cs1 (stereo not drawn)	-4	19	nt	97*	-8	6	1	-3	nt	4	7
6	CCCCn1c(N)c(N(CCOC)C(=O)C2CCN(C(=O)c3ccc(Cl)cc3)CC2)c(=O)[nH]c1=O	-6	-9	5	-2	-1	3	4	-7	1	-2	3
7	C[C@H]1COC(=O)[C@H](CC(=O)OC(C)(C)C)C/C=C\C[C@@H](CC(=O)N[C@@H](CO)Cc2ccccc2)C(=O)N1	-4	8	-14	1	-2	2	-17	-21	nt	1	4
8	Cc1ccc(NC(=O)CSCC(=O)Nc2ccccc2C(=O)N2CCCCC2)cc1	-6	3	1	16	9	6	-4	15	-1	-1	9
9	C=CCN1C(=O)C(Cc2ccc(OCC)cc2)S/C1=N\N=C\c1cccs1 (stereo not drawn)	nt	-5	4	3	-2	-9	-20	6	-2	-5	-7
10	O=C(NCC(c1ccco1)N1CCCCC1)c1ccc(S(=O)(=O)Nc2ccccc2Cl)cc1 (stereo not drawn)	-3	25	-5	5	-5	8	-4	26	nt	-2	11
11	CC1Nc2ncnc(N3CCOCC3)c2N(Cc2ccccc2)C1=O (stereo not drawn)	-10	-21	-3	10	-4	0	5	4	-1	-2	12
12	CN(CC(=O)Nc1ccc(Cl)c(C(F)(F)F)c1)C(=O)Cc1n[nH]c(=O)c2ccccc12	-8	56	16	22	-14	-10	12	9	-1	4	12
13	Cc1cc(C)c(C)c(S(=O)(=O)Nc2ccccc2C(=O)O)c1C	-17	0	10	8	-4	20	-19	-15	-3	2	14
14	COc1ccc(NC(=O)N(C)C[C@H]2Oc3c(NC(=O)Nc4ccc5c(c4)OCO5)cccc3C(=O)N([C@H](C)CO)C[C@@H]2C)cc1	-5	1	-11	-6	10	-5	-6	-12	nt	8	-32
15	COc1ccccc1NC(=O)N(c1c(N)n(Cc2ccccc2)c(=O)[nH]c1=O)C1CCCC1	-4	-4	3	21	4	15	-30	-3	0	-3	15
16	Cn1c(=O)c2cc(S(=O)(=O)N3CCN(c4cccc(C(F)(F)F)c4)CC3)ccc2n(C)c1=O	-5	14	23	12	14	-12	1	16	-8	1	13
17	CCOC(=O)c1ccc2c(c1)N(CC#N)C(=O)C(C)(C)O2	-4	-3	-1	-2	-8	-6	-20	-5	-3	5	-25
18	O=C(CSc1nnc(COc2ccc(Br)cc2)o1)N1CCOCC1	-6	-5	13	8	-12	0	-6	7	3	-6	2
19	COc1ccc(NC(=S)N(CCN(C)C)C(C)c2ccncc2)cc1Cl (stereo not drawn)	-4	46	-5	54*	-3	5	-22	-7	3	-1	3
20	COc1ccccc1CN1CCCC(N2CCN(c3ccccc3OC)CC2)C1 (stereo not drawn)	-5	5	12	5	-3	5	0	-15	nt	3	12
21	CCOC(=O)c1ccccc1NC(=O)c1ccccc1SC	nt	1	2	27	nt	-3	6	-20	4	-5	-28
22	O=C(/C=C/c1ccc(OCc2c(F)cccc2Cl)cc1)N1CCOCC1	-5	55	-5	-43	-8	9	-40	2	-2	-5	-100
23	COc1ncnc(OC)c1NC(=O)c1ccc(F)cc1	nt	-6	7	1	21	7	-20	-8	-2	-10	20
24	O=C(NCc1cccc(C(F)(F)F)c1)c1ccc(=O)[nH]c1	-4	13	19	5	-4	2	-4	-4	1	7	16
25	Cc1ccc(F)c(NC(=O)c2c(-c3ccccc3)noc2C)c1	nt	2	-11	16	-2	-4	-23	-1	0	0	5
26	COc1cc(OC)cc(C(=O)Nc2ccc(S(=O)(=O)N(C)C)cc2)c1	-3	18	-4	2	-3	7	9	-14	2	-3	0
27	CC1CN(S(=O)(=O)c2ccc(C(=O)NCCCn3ccnc3)cc2)CC(C)O1 (stereo not drawn)	-5	4	-3	17	52*	14	3	8	3	2	17
28	CCOC(=O)c1c(C)n(C)c2cc(-c3ccc(F)cc3)c(O)cc12	-5	-23	-2	-7	0	24	-8	-5	3	-7	0
29	FCCCOc1ccc(CN2CCN(c3ccccc3F)CC2)cc1	-4	-7	8	14	12	6	-16	2	5	0	7
30	Cc1ccc2oc(=O)n(CCCOc3ccccc3C)c2c1	-3	-12	-19	-69	4	2	-48	6	-2	-3	-137
31	Clc1cccc(CON/C=N/c2ncnc3sccc23)c1	nt	34	3	1	-14	-6	15	2	4	20	5
32	Cc1cc(C(F)F)n2ncc(C(=O)N3CCCCC3)c2n1	-5	-1	-2	10	10	1	-10	4	2	5	-2
33	Cc1csc(NC(=O)c2nc3nccc(C)n3n2)n1	-2	-49	-50	-123	-10	-1	-82	1	-1	-1	-106
34	Cc1c(NC(=O)C(C)OC(=O)c2cc(Cl)nc(Cl)c2)c(=O)n(-c2ccccc2)n1C (stereo not drawn)	-4	-28	11	-5	-6	-2	-16	-6	0	0	20
35	Cc1cc(C)n(-c2ccc(C(=O)OCC(=O)N3CCN(c4ccccc4)CC3)cc2)n1	-5	13	nt	3	10	-13	-1	8	nt	-1	3
36	O=C(Nc1ccc(N2CCN(c3ccccc3)CC2)c(F)c1)C1CC1	-7	-5	-3	7	14	-12	-17	7	1	5	9
37	O=C(c1ccoc1)N1CCC2(CC1)Oc1ccc(Cl)cc1C(=O)C21CC(c2ccc(Cl)cc2)=NO1 (stereo not drawn)	-6	-2	0	9	1	8	23	-34	-1	-7	1
38	COc1ccccc1N1CCN(c2ccnc3cc(Cl)ccc23)CC1	-5	20	15	19	-3	-9	-56	18	1	5	11
39	Cc1ccc2oc(C(=O)Nc3cc(C)on3)c(C)c2c1	-3	-121	-24	-184	-2	-35	-59	-30	4	-2	-174
40	CC1CCCN(C(=O)COC(=O)c2n[nH]c3ccccc23)C1 (stereo not drawn)	nt	-48	-76	-180	12	4	-66	-4	3	25	-199
41	CC1CCCN(c2nc3ccsc3c(=O)s2)C1 (stereo not drawn)	-3	-36	-67	-395	-2	-10	-93	9	-1	2	-188
42	OCCC1CN(Cc2cccn2-c2ccccn2)CCN1Cc1ccccc1 (stereo not drawn)	-14	5	3	-9	-3	-6	-2	11	1	-10	6
43	Nc1n[nH]c2c1C1(CCCC1)Cc1ccccc1-2	-5	-1	1	15	-3	2	14	17	-1	-6	20
44	COc1ccc(OCCC(=O)NC2=NCCS2)cc1	-6	-12	-8	-29	-1	-2	-26	12	-2	4	-30
45	Oc1ccc(/C=N/Nc2ccc(C(F)(F)F)cn2)cc1	-2	-52	-58	-302	-3	4	-75	20	4	-3	-363
46	O=C1C(Cc2ccccc2)Nc2ncnc(N3CCc4ccccc4C3)c2N1Cc1ccccc1 (stereo not drawn)	nt	-24	4	7	-2	18	-24	-7	nt	3	17
47	CN1CCN(c2nc(N3CCN(CCO)CC3)nc3ccccc23)CC1	-5	1	-3	-20	5	-8	-9	12	1	10	6
48	COc1ccc(-n2c(Cn3c(=O)sc4ccccc43)nnc2SCC(=O)N2CCOCC2)cc1	-2	-17	-4	2	0	3	-13	-25	-1	nt	11
49	CCCc1noc2c1/C(=N\O)CCC2	-4	-6	1	8	-1	-3	18	0	3	-6	4
50	CC1CCN(c2c([N+](=O)[O-])c(=O)n(-c3ccccc3)c3ccccc23)CC1	-5	-4	-5	24	1	-5	-13	0	5	2	10
51	Cc1ccc(S(=O)(=O)N2CCC(C(=O)NNC(=O)C3CC3)CC2)cc1Cl	-4	-23	5	10	8	-4	-15	8	2	-3	9
52	COc1cccc(CN2CCNC(=O)C2CC(=O)NCc2cc(C(C)C)no2)c1 (stereo not drawn)	-4	-5	-3	33	13	7	-2	-5	1	8	17
53	COCCNC(=S)NNC(=O)c1cc(-c2cccnc2)nc2ccccc12	-7	3	11	6	-4	2	1	-11	nt	3	3
54	CCOC(=O)C1CCN(C(=S)Nc2cc(OC)c(OC)cc2C(=O)OC)CC1	-7	24	5	14	-2	3	16	1	2	-5	17
55	Cc1cc(-n2nc(C)cc2C)n2nc(C)c(-c3ccccc3)c2n1	-8	0	8	5	0	16	-4	4	2	-3	21
56	COc1ccccc1CCC(=O)NNC(=O)Cn1nc(C)cc1C	-12	-15	nt	0	-6	-25	36	11	nt	11	14
57	COc1ccc(NC(=O)C(c2cc3c(cc2[N+](=O)[O-])OCO3)N(C)Cc2ccccc2)cc1 (stereo not drawn)	-5	-3	-8	-4	5	4	-21	3	2	6	6
58	CSc1ccc(/C=C/c2ccc3cccc(O)c3n2)cc1	-7	24	9	-77	-2	-10	-107	-5	1	-5	-124
59	CN(c1ccccc1)S(=O)(=O)c1nnc(NC(=O)c2ccco2)s1	-7	-11	6	7	1	3	-7	-16	-1	11	-8
60	O=C(OCC(=O)N(Cc1ccccc1)Cc1ccccc1)c1ccccc1O	-7	-2	-7	-14	17	-1	-10	-3	-3	14	8

Next part.
no.	Compound	CaV13 ICDI inh	Shn3 inh set2	TRPM1 prom inh	Peg3 prom inh	Vif imaging	KKLEB tox	NR2E3 ag-2	CF NFkB block	NR2E3 ag-1	PDI inh	HIF-2a inh
61	CCC(C)n1c(SCC(=O)Nc2cc(C)on2)nc2ccccc2c1=O (stereo not drawn)	-5	6	8	24	7	0	-12	17	-3	-1	26
62	COc1ccc(-c2nc3c(C)cc(Br)cn3c2Cc2ccccc2)cc1OC	-6	25	nt	2	nt	5	-12	-7	nt	nt	2
63	CC(Oc1ccccc1)C(=O)N=C1SC2CS(=O)(=O)CC2N1Cc1ccccc1 (stereo not drawn)	-2	-5	3	-10	-9	5	-4	-2	-1	-4	0
64	COc1cccc(-c2ccc(NC(=O)C3CCCN(Cc4cnc(N(C)C)s4)C3)cc2)c1 (stereo not drawn)	-6	3	-13	-15	-2	-3	-41	6	2	4	-49
65	COc1ccccc1/C=C/C(=O)OCC(=O)Nc1ccc2c(c1)OCCO2	-4	-11	-11	-1	7	4	-21	4	2	-1	-12
